Source: PubChem BioAssay (The Scripps Research Institute Molecular Screening Center)
MITF primary = MITF inhibitors, primary screen, biochemical, AlphaScreen, human. 650,000 compounds, 0.91% hits. inhibition, % at 2.6 µM. AlphaScreen MITF homodimerization, bead proximity signal; in the data active means inhibition above about 50%;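 further: 0% = vehicle wells with protein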
Target sequence (O75030 whole entry, looked up): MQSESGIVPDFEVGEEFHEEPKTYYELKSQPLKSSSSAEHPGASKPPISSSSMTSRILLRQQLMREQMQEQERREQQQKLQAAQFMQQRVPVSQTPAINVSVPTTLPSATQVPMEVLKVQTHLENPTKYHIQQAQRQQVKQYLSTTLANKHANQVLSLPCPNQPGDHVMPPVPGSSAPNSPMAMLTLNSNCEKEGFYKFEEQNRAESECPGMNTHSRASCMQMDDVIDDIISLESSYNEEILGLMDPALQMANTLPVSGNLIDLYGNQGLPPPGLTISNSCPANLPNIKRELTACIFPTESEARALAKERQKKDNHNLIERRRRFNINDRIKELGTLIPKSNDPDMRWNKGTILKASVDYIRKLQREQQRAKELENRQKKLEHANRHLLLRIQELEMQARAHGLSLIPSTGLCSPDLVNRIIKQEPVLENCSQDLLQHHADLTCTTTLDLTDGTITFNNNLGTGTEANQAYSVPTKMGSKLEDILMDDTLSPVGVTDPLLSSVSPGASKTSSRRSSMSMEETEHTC
FBW7 activator = FBW7 E3 ligase activators, primary screen, biochemical, AlphaScreen, human; 650,000 compounds, 0.13% hits; F-box/WD repeat-containing protein 7 (Homo sapiens), Q969H0; normalized activity (activation), % at 26.1 µM; AID 1259310, 2017; AlphaScreen FBW7–phospho-cyclin E peptide binding, activator screen; in the data active means normalized activity above about 1.9%;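 further: purified mutant Fbw7 with reduced substrate affinity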
TEAD-YAP block = TEAD-YAP interaction inhibition, primary screen, TEAD-YAP interaction inhibitor project, luminescence, HEK-TIYL cells | inhibition, % at 9.12 µM | 640,000 compounds, 1.4% hits | AID 1259422, 2018 | TEAD-Gal4/YAP UAS-luciferase luminescence; in the data active means inhibition above about 32%;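 further: 0% = median of test compound wells and 100% = reference inhibitor wells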
GPR151 activ = activators of human GPR151, primary screen, cell-based, PathHunter beta-arrestin, luminescence; G-protein coupled receptor 151 (Homo sapiens), Q8TDV0; PathHunter beta-arrestin GPR151 cells; activation, % at 11.2 µM; 650,000 compounds, 1% hits; in the data active means activation above about 4.9%;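 further: 0% = median of compound wells and 100% = cells with positive control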
Target sequence (Q8TDV0 whole entry, looked up): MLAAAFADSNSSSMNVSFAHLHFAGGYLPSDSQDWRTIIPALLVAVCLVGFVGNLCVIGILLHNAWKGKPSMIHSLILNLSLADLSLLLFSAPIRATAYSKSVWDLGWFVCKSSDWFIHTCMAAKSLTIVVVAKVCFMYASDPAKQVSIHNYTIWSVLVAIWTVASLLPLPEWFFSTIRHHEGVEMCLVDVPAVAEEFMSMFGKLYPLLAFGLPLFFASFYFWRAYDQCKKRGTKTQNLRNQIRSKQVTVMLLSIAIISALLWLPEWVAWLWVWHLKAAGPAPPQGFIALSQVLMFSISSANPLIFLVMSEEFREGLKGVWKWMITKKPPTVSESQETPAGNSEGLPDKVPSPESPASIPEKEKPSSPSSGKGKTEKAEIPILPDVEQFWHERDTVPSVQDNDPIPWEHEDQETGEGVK
Numbers without * were called inactive; nt = no result given.

canonical_smiles | MITF primary | FBW7 activator | TEAD-YAP block | GPR151 activ
CCOC(=O)c1cc(-c2ccc(/C=C3\C(=O)N(CCCO)C(=O)C(C#N)=C3C)o2)ccc1Cl | 6 | -0.1 | -7 | 1.0
O=C(CN1CCC(c2nc3ccc(Cl)cc3[nH]2)CC1)Nc1ccccc1F | -6 | -0.1 | 1 | -0.3
CCCCC(=O)NCCc1nc2ccccc2[nH]1 | 13 | 0.0 | 11 | -0.5
CC1CC2(C)Oc3ccccc3CC2C(C)C1CNCCCN(C)C (stereo not given) | 23 | 0.0 | 38* | 0.1
COc1ccc(Cn2c(O)c(C=Nc3ccc(Cl)cn3)c3ccccc3c2=O)cc1 | 21 | 0.0 | -9 | -2.8
c1ccc(CN2CCC(Nc3ncnc4nc(N5CCN(c6ccccn6)CC5)[nH]c34)CC2)cc1 | -15 | -0.1 | 19 | -0.2
CCN1CCN(CCCN(Cc2ccco2)C(=S)Nc2ccccc2Cl)CC1 | -12 | -0.2 | -8 | 0.8
CC(C)[C@H](NC(N)=O)C(=O)Nc1ccc(I)cc1 | 6 | -0.1 | 1 | 5.9*
CCc1cc2c(oc(=O)c3ccccc32)c(CN2CCN(C)CC2)c1O | -9 | 0.0 | -5 | 0.1
CCOC(=O)C(NC(=O)c1ccco1)(Nc1sc2c(c1C(=O)OC)CCCC2)C(F)(F)F (stereo not given) | 2 | -0.2 | -4 | -0.4
O=c1/c(=C\c2ccc(Cl)cc2)sc2n1CCCN=2 | 5 | 0.2 | -65 | -0.4
CC(=O)c1cccc(-c2ccc3c(c2)COC2(CCN(C(C)=O)CC2)O3)c1 | -3 | -0.5 | 1 | 0.2
O=C(O)c1ccccc1C(=O)NCC(O)COCC1CC=CCC1 (stereo not given) | -1 | -0.2 | 3 | 0.2
O=C(O)CCCC(=O)Nc1nc2ccccc2[nH]1 | 11 | 0.7 | 5 | -0.5
O=C(/C=C/c1ccccc1)Nc1cccnc1 | -9 | 0.1 | -31 | -4.6
Cn1c(=O)c(C(=O)Nc2ccc(N)cc2)c(O)c2ccccc21 | 2 | -0.1 | -26 | -1.0
O=C(NC(c1ccccc1)c1ccccc1)c1ccc(CO)cc1 | -1 | -0.1 | 7 | 2.5
CCOC(=O)c1cnc2ccccc2c1NCc1cccnc1 | 8 | -0.1 | -6 | 0.7
O=C1CCCc2nc3nc4ccccc4n3cc21 | 3 | 0.1 | 2 | 0.8
Cc1cccc(C)c1OCCCCNC(C)(C)C | -1 | 0.1 | 6 | 1.1

2 consecutive entries already listed:
canonical_smiles | MITF primary | FBW7 activator | TEAD-YAP block | GPR151 activ
O=C1CCCc2nc3nc4ccccc4n3cc21 | 3 | 0.1 | 2 | 0.8
Cc1cccc(C)c1OCCCCNC(C)(C)C | -1 | 0.1 | 6 | 1.1

Later entries:
canonical_smiles | MITF primary | FBW7 activator | TEAD-YAP block | GPR151 activ
CCC(C)CN1CCOc2ccc(CN3CCC(O)(c4cccnc4)CC3)cc2C1 (stereo not given) | 4 | 0.4 | 6 | 1.4
COc1ccccc1N(CC(=O)NCC1CCCO1)S(=O)(=O)c1ccc(C)cc1 (stereo not given) | 15 | -0.1 | 2 | 0.0
CCOc1ccc(Br)c(C2Oc3nc(SCC)nnc3-c3ccccc3N2C(C)=O)c1 (stereo not given) | -24 | 0.0 | -15 | 0.3
O=C(CCc1ccccc1)Nc1ccc(C(=O)N2CCCCC2)cc1 | -15 | 0.0 | 3 | 0.3
O=C(COC(=O)c1ccc([N+](=O)[O-])o1)c1cccc([N+](=O)[O-])c1 | 2 | -0.2 | 0 | -0.8
O=C1CC(CC(=O)N/N=C/c2cc(Br)ccc2O)=NN1 | 11 | -0.3 | 16 | 0.6
COc1cc(C(=O)OCC(=O)NC(N)=O)cc(CN2C(=O)c3ccccc3C2=O)c1OC | -3 | -0.1 | 3 | 1.3
CC(CC(=O)NCCc1ccccc1)S(=O)(=O)c1ccc2c(c1)OCC(=O)N2 (stereo not given) | 3 | 0.2 | -2 | -1.4
COc1cccc(C2(C)SC(NC(C)=O)=NN2C(C)=O)c1 (stereo not given) | 14 | 0.0 | 12 | -0.3
COC(=O)C(Cc1ccccc1)NC(=O)COc1ccc(Br)cc1 (stereo not given) | -4 | -0.1 | 0 | 1.0
Cc1ccc(/C=C/C(=O)Nc2ccc(I)cc2)cc1 | -6 | -0.1 | -15 | -0.3
CCn1c(SCC(=O)NC2CCCCC2C)nnc1-c1ccoc1C (stereo not given) | 1 | -0.3 | 8 | 2.1
COc1ccc(C2/C(=C(\O)c3ccc(C)cc3)C(=O)C(=O)N2Cc2cccnc2)cc1 (stereo not given) | 11 | -0.1 | 3 | -0.5
Cn1cc(CN2CCN(Cc3ccc(F)c(F)c3)C(CCO)C2)cn1 (stereo not given) | 10 | 0.0 | 7 | 1.1
O=c1oc(-c2ccco2)nc2sc3c(c12)CCCC3 | 2 | 0.2 | 2 | -2.1
Cc1cccc(NC2=NCC(=O)N2C2CCCC2)c1C | -5 | -0.1 | 1 | 0.1
COc1ccc(N2CCN(C(=O)c3nc(S(C)(=O)=O)ncc3Cl)CC2)cc1 | 2 | 0.1 | -14 | -1.1
O=C(NNC(=O)C12CC3CC(CC(C3)C1)C2)c1ccccc1I | -5 | -0.1 | -7 | 0.7
COc1ccc(C2C(C(=O)N(C)c3ccccc3)CC(=O)N2c2ccc(OC)cc2)cc1 (stereo not given) | -26 | 0.2 | -3 | -0.4
CC(=O)NCc1nnc2n1CCN(Cc1ccc(C)o1)CC2 | 2 | 0.3 | -13 | -1.0
O=C(NC1c2ccccc2Oc2ccccc21)c1ccc(F)cc1 | 4 | -0.1 | -17 | 0.2
CCOCCCNC(=O)c1ccc2c(=O)n(Cc3ccco3)c(=S)[nH]c2c1 | 17 | 0.8 | 18 | -1.2
COc1ccccc1NC(=O)c1sc2ncnc(N3CCN(c4ccccn4)CC3)c2c1C | 11 | 0.0 | -9 | -1.8
CC(=O)Nc1ccc(C(=O)NCC(=O)OCc2cccc(C(=O)Oc3ccccc3)c2)cc1 | -2 | 0.9 | 6 | -1.9
Cc1cc(OCCCN2CCOCC2)ccc1[N+](=O)[O-] | 7 | -0.2 | -33 | 1.2
O=C1COc2nc3ccccc3cc2CN1C1CCC1 | -12 | 0.0 | -3 | -0.4
O=c1[nH]c(-c2ccccc2)nc2sc3c(c12)CCCCC3 | 0 | -0.4 | -6 | 2.9
CC(C)C(=O)Nc1cnc2cnc(-c3cnn(Cc4ccccc4)c3)cn12 | 10 | 0.2 | 2 | 1.8
Cn1c(Nc2nc3ccc(C(=O)NCCN4CCOCC4)cc3s2)nc2ccccc21 | 16 | -0.1 | 12 | 1.4
COCCCNC(=O)c1ccc2nc(-c3ccc(C)cc3)c(-c3ccc(C)cc3)nc2c1 | 0 | 0.1 | 9 | 1.0
COc1ccc(NC(=S)NC2CCCC2)cc1 | -9 | -0.1 | -20 | 1.1
O=C(CSc1nc2ccsc2c(=O)n1Cc1ccco1)NCc1ccccc1 | -6 | -0.2 | -17 | 2.7
O=C(Cc1ccc(F)cc1)NCCc1ccc(F)cc1 | -7 | 0.0 | -11 | 0.2
O=C(Nc1nnc(-c2cccnc2)o1)c1ccc(Cl)cc1Cl | 20 | 0.2 | 0 | -0.3
O=C(O)CC(C(=O)Nc1ccccc1)C1CCCO1 (stereo not given) | 10 | -0.1 | 7 | -0.1
Cc1sc(NC(=O)c2cc3cc(Br)ccc3oc2=O)c(C(N)=O)c1C | 1 | -0.2 | 3 | 0.3
O=C1N[C@@H](Cc2ccc(Cl)cc2)C(=O)N2CCN(C(=O)c3ccc4ccccc4c3)C[C@H]12 | 7 | 0.5 | -3 | -0.2
COCCNc1nccn2c(-c3ccccc3Oc3ccccc3)cnc12 | 24 | 0.2 | 8 | -1.1
CCOC(=O)C(NS(=O)(=O)c1ccc2c(c1)C(=O)c1ccccc1-2)C(O)c1cccc([N+](=O)[O-])c1 (stereo not given) | -8 | 0.0 | -18 | -1.0
NC(=O)c1ccc2nc(-c3ccc(C(=O)NC4CC4)cc3)sc2c1 | 13 | 0.1 | -34 | -2.2

Whole records as entered above.
COCCCNC(=O)c1ccc2nc(-c3ccc(C)cc3)c(-c3ccc(C)cc3)nc2c1 reads MITF primary: 0; FBW7 activator: 0.1; TEAD-YAP block: 9; GPR151 activ: 1.0
COCCNc1nccn2c(-c3ccccc3Oc3ccccc3)cnc12 reads MITF primary: 24; FBW7 activator: 0.2; TEAD-YAP block: 8; GPR151 activ: -1.1

Continued.
canonical_smiles | MITF primary | FBW7 activator | TEAD-YAP block | GPR151 activ
Nc1nnc(SCC(=O)Nc2cc(C(F)(F)F)ccc2N2CCOCC2)s1 | 25 | 0.6 | -10 | 0.5
O=C(NCc1ccc(Cl)cc1)c1nn2c(C(F)(F)F)cc(-c3ccc(Cl)cc3)nc2c1Cl | 11 | 0.5 | 8 | 0.5
CC1CCCC(NC(=O)CNC(=O)c2cccs2)C1C (stereo not given) | -2 | -0.2 | -4 | 1.6
CCn1c(SCC(=O)Nc2ccc3c(c2)OCCO3)nnc1-c1c[nH]c2ccccc12 | 8 | -0.1 | 2 | 0.1
CCN(Cc1ccccc1)C(=O)CC1(c2ccccc2F)CC(=O)N(CCOC)C1=O (stereo not given) | 14 | -0.1 | -13 | 0.4
COCCNC(=O)c1ccc2c(=O)n(CCOC)c(=S)[nH]c2c1 | -20 | 0.1 | 5 | -1.1
Cc1cccc(CC(=O)Nc2cnn(-c3cccc(-c4ccncc4)c3)c2)c1 | -7 | 0.2 | 0 | -1.6
O=C(NCc1cccs1)C1CCN(C(=O)N2CCOc3ccccc32)CC1 | 9 | 0.1 | 9 | -2.0
CC1(CCC(=O)N2CCN(C3CCCC3)C(=O)C2)CCC(=O)N1 (stereo not given) | -10 | 0.0 | -24 | 0.9
Nc1c(C(=O)Nc2ccc3c(c2)OCO3)sc2nc(-c3ccc(F)cc3)ccc12 | 1 | 0.2 | -6 | 4.0
CC/C(=N\NC(=O)c1cccc(F)c1)c1ccccc1 | -12 | 0.3 | -59 | -0.3
CCC(=O)Nc1cccc(NC(=O)c2ccc(C(C)(C)C)cc2)c1 | 7 | -0.1 | -52 | -0.5
COc1ccc2scc(N3CCC(Cc4ccccc4)CC3)c(=O)c2c1 | 12 | -0.1 | -7 | -2.4
CCCCC[C@H](O)/C=C/[C@H]1C=CC(=O)[C@@H]1C/C=C\CCCC(=O)O | -3 | nt | nt | 1.1
Nc1c(C(=O)N2CCOCC2)sc2nc3c(cc12)CCCCC3 | 0 | 0.1 | 87* | -9.0
Nc1nc(SCC(=O)OCc2ccccc2)[nH]c(=O)c1NC(=O)c1ccco1 | -8 | -0.2 | -4 | -1.4
COc1ccc(CCN2C(=O)CSC2c2ccc(OC)c(OC)c2)cc1OC (stereo not given) | 1 | 0.1 | 0 | -0.3
Cc1nc2ccccc2nc1CSc1nncn1-c1ccccc1 | 13 | 0.1 | -8 | -0.9
CCCn1ncc(CN2CCC3(CC2)NC(=O)c2ccccc2O3)c1C | 19 | 0.4 | 2 | 0.6
Cc1nn(C)c(C)c1-c1nc(NCCN2CCOCC2)c2ncn(-c3ccccc3)c2n1 | 18 | 0.0 | 21 | -0.4
O=c1cc(CSc2nc3ccccc3c3nc(-c4ccccc4)nn23)nc2ccccn12 | 5 | -0.1 | -12 | -0.8
Cc1nc2ccc(C(=O)O)cc2c2c1CC(C)O2 (stereo not given) | -14 | -0.1 | -16 | -0.2
O=C(/C=C/c1ccccc1)OCCCCN=C1NS(=O)(=O)c2ccccc21 | 10 | 0.2 | -2 | 2.6
CNS(=O)(=O)c1cccc(C(=O)OCC(=O)C23CC4CC(CC(C4)C2)C3)c1 | 13 | 0.0 | -1 | -0.7
CC1=NN(c2ccccc2)C(=O)/C1=C/c1ccc(OC(C)C(=O)O)cc1 (stereo not given) | 5 | -0.5 | 1 | 0.0
O=C(NC1(C(F)(F)F)C(=O)Nc2c1c(=O)[nH]c(=O)n2Cc1ccco1)c1ccccc1 (stereo not given) | -6 | 0.1 | 7 | -0.1
CCN(CC)CCNc1ncnc2c1cnn2-c1ccc(Cl)cc1 | -2 | 0.0 | -22 | 1.1
CCNC(=O)/C(C#N)=C/c1c(Oc2cc(C)ccc2C(C)C)nc2ccccn2c1=O | 6 | 0.2 | 46* | -5.5
CCC(C)NC(=O)CCc1cn(CC)c2ccccc12 (stereo not given) | 2 | 0.0 | 4 | 3.5
Cc1cccc(CN2CCC(CNS(=O)(=O)c3ccc4c(c3)oc(=O)n4C)CC2)c1 | -27 | 0.0 | -6 | 0.9
COc1ccc(Cl)cc1C(=O)Nc1cc(C)on1 | 2 | 0.2 | 1 | 0.9
CCOc1cc(C2C(C(=O)c3ccccc3)=C(C(=O)OC)Nc3nnnn32)ccc1O (stereo not given) | 19 | -0.1 | -10 | -0.3
COc1ccc(C=C2C(=O)N(C)C(=O)N(C)C2=O)c(OC)c1OC | -10 | -0.1 | 1 | 0.1
CCOc1ccc(CN2CCC(O)CC2)cc1 | 11 | 0.0 | 10 | 4.4
CCC(C)C(=O)NCc1nnc2n1CCN(C(=O)C1=CC(=O)CC(C)(C)O1)CC2 (stereo not given) | 10 | 0.1 | 4 | 0.5
COc1ccc(-c2csc3ncc(C(=O)NO)c(=O)n23)cc1 | 9 | 0.2 | 5 | -0.3
O=C(/C=C/c1ccccc1)Nc1nccs1 | 0 | -0.1 | -1 | -6.4
CCOC(=O)c1ccc(Nc2nc(-c3cc4cc(OC)ccc4oc3=O)cs2)cc1 | 14 | 0.0 | 6 | -1.0
CCC(C(=O)O)N1C(=O)/C(=C/c2cccs2)SC1=S (stereo not given) | 1 | -0.2 | 4 | -1.2
Cc1ccc(C(=O)Nc2ccc(Cl)c([N+](=O)[O-])c2)o1 | 1 | -0.1 | 6 | 1.1
